# Compound activity from PubChem.
# PriA SSB inh = blocks PriA binding to SSB C-terminal tail; AlphaScreen SSBct-PriA binding, biotinylated peptide; 0.6% of 430,000 active; inhibition, % at 33 µM; in the data active means inhibition mostly above about 37%, no sharp cut-off; inactive means mostly below about 20%;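 further: plate controls were negative control peptide for no effect and reference peptide for full effect; strong numbers were not always called active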
# * = called active by the depositor; & = joins results of further samples. A portion of the library; the hit share may differ from the screen's.
Molecule | PriA SSB inh
N#CC1=CN(c2ccc(Br)cc2)c2cc(F)ccc2S1(=O)=O | -7
NC(=O)CCc1csc(NC(=O)c2ccc(=O)[nH]c2)n1 | 14
COc1ccc(C(=O)N2CCC(Oc3cc(C)oc(=O)c3)CC2)c(OC)c1OC | -25
CC(=NNS(=O)(=O)c1ccccc1)c1ccc(NC(=O)C2CC2)cc1 | -6
CCc1ccc(OCc2cccc(C(=O)NN=Cc3cnn(C)c3C)c2)cc1 | 7
CCOc1ccc(-c2ccc(N3CCN(C(=O)Nc4ccccc4F)CC3)nn2)cc1 | 0
CSc1ccccc1C(=O)NCc1ccccc1-c1ccsc1 | 6
COC(=O)N1CCc2ccc(NC(=O)Cc3c(C)noc3C)cc2C1 | -2
Cc1ccc(S(=O)(=O)NCC#CCN2CCOCC2)cc1C | -2
Nc1nnc(Cc2ccccc2)o1 | 16
Cc1onc(-c2ccccc2Cl)c1C(=O)N1CCN(c2ncnc3c2nnn3C)CC1 | -2
O=C(NCC1CCN(c2ccccn2)CC1)Nc1ccc2c(c1)OCO2 | -2
Cn1nc(-c2ccc(F)cc2)cc1C(=O)Nc1ccn2nccc2c1 | -16
CSCC[C@H](NS(=O)(=O)c1ccc(-c2ccc(Cl)cc2)cc1)C(=O)O | -10
COc1ccccc1CNS(=O)(=O)c1cccc2cnccc12 | -2
O=C(Nc1ccccc1C(F)(F)F)N1CCS[C@H](c2ccccc2Cl)CC1 | -2
COC(=O)c1ccccc1NC(=O)c1nnn(-c2ccc(C)cc2)c1C | 3
O=C(Oc1ccc2nc(N3CCOCC3)sc2c1)c1ccc2ncsc2c1 | -5
O=C(c1ccccc1Br)N1CCCSC[C@@H]1CN1CCOCC1 | -9
COc1cc(OC)c(NC(=O)c2nnn(-c3ccc(Br)cc3)c2C)cc1Cl | -62
O=C(Nc1ccc(Cl)cc1C(=O)c1ccccc1Cl)c1cccs1 | -8
CC(=NNC(=O)CN1CCN(S(=O)(=O)c2ccc(C)cc2)CC1)c1cccnc1 | -6
O=S(=O)(NCCN1CCOC(c2ccccc2)C1)c1cccc2ccccc12 (stereo unspecified) | -11
O=C(Nc1nc(C(=O)N2CCN(c3ncccn3)CC2)co1)c1cnccn1 | 0
CCOC(=O)c1csc(NC(=O)c2ccc(Br)o2)n1 | 2
O=S(=O)(NCc1nn(C2CCCC2)c2c1CCCC2)c1ccc2c(c1)OCCO2 | 3
CC(=O)Nc1ccc(C(=O)NCCNS(=O)(=O)c2cccs2)cc1 | -7
Cc1ccc(C)c2c1sc(=NC(=O)c1cc(=O)c3ccccc3o1)n2C | -5
Cc1ccc(N2CC(C(=O)N3C4CCC3COC4)CC2=O)cc1C (stereo unspecified) | 0
O=C(NCc1ccc(F)cc1)C(=O)Nc1ccc(N2CCCS2(=O)=O)cc1 | -9&-2
CC(C)(C)c1ccc(OCC(=O)NCC2CCN(C(=O)Oc3ccccc3)CC2)cc1 | -17
O=C(Cn1nnc(-c2ccccc2)n1)NN=Cc1ccc(-c2ccc(Cl)cc2)o1 | -9
COc1ccc(S(=O)(=O)NCCOc2ccc(F)cc2)cc1F | -11
O=C(CCS(=O)(=O)Cc1ccccc1)Nc1nc2c(F)cc(F)cc2s1 | -14&-7
CCOc1ccc(OCC)c(S(=O)(=O)N2CCN(c3ccc(-n4ccc(C)n4)nn3)CC2)c1 | -7
CCCN1CCCc2cc(CCNS(=O)(=O)c3ccc(Br)cc3)ccc21 | 52*
CN(C)CCN(C(=O)c1ccc([N+](=O)[O-])s1)c1nc2cc3c(cc2s1)OCO3 | -4
O=C(NCc1ccccc1Cl)C(=O)NCC(c1ccco1)N1CCN(c2ccccc2)CC1 (stereo unspecified) | -13
O=C(C1c2ccccc2Oc2ccccc21)N1CCCSCC1CN1CCOCC1 (stereo unspecified) | -1
CN(C)/C=C/c1ccc2cccnc2c1[N+](=O)[O-] | -2
O=C(NCC1(O)CCc2ccccc2C1)c1ccc(Br)o1 (stereo unspecified) | -11
O=C(CNC(=O)C(c1ccccc1)c1ccccc1)NN=Cc1ccc(O)c([N+](=O)[O-])c1 | -1
Cc1ccc(-c2cnoc2NC(=O)CSc2nc(C)cc(=O)[nH]2)cc1 | -17&-12
CC(C)NC(=O)Cc1cn(C)c2ccccc12 | -21
O=C(NN=Cc1ccc(O)cc1)c1cccc(NN=Cc2ccc(O)cc2)c1 | -1
COc1ccc(-c2csc3ncnc(SCC(=O)Nc4cccc(-c5nc6ccccc6s5)c4)c23)cc1 | 1
COc1ccc(N2CCn3c2nnc(C(=O)NC[C@H]2CCCO2)c3=O)cc1 | -5
COc1cc(N2CCN(C(=O)Nc3cccc(Cl)c3)CC2)nc(OC)n1 | -22

# Rewritten with each value named: three of the compounds above.
> O=C(NN=Cc1ccc(O)cc1)c1cccc(NN=Cc2ccc(O)cc2)c1
  PriA SSB inh: -1

> COc1ccc(-c2csc3ncnc(SCC(=O)Nc4cccc(-c5nc6ccccc6s5)c4)c23)cc1
  PriA SSB inh: 1

> COc1ccc(N2CCn3c2nnc(C(=O)NC[C@H]2CCCO2)c3=O)cc1
  PriA SSB inh: -5

# (listing goes on)
Molecule | PriA SSB inh
Cc1nnsc1C(=O)NCCn1ncc2c(N3CCN(c4ncccn4)CC3)ncnc21 | -3
O=C(Nc1ccc(-n2nnn(CC(=O)N3CCOCC3)c2=O)cc1)c1ccco1 | -6
Cc1ccc(S(=O)(=O)Nc2ccccc2C(=O)Nc2nnc(-c3ccccc3Cl)o2)cc1 | -3&-12
COC(=O)c1ccc(S(=O)(=O)NCC2CCN(C(=O)COc3ccccc3)CC2)cc1 | -13
O=C(NCCOc1ccc(F)cc1)c1ccc(S(=O)(=O)N2CCOCC2)cc1 | -12
Cc1ccccc1CN1CCN(CC(O)C2CC2)CC1 (stereo unspecified) | -5
CCOc1ccc(C=NNC(=O)c2nnn(-c3nonc3N)c2-c2cccs2)cc1 | -6
O=C(NCCc1nc2c(c(C(F)(F)F)n1)COCC2)c1c(F)cccc1F | -3
O=C(NCCOc1cccc(C(F)(F)F)c1)c1ccc(Cl)c([N+](=O)[O-])c1 | 13
O=C(CN1CCN(c2nccn2-c2cccc(Cl)c2)CC1)NC1CCCCC1 | 17
Cc1ccc(S(=O)(=O)Nc2ccccc2C(=O)OCc2nc3ccccc3s2)cc1 | -20&-15
Cn1nc(-c2ccccc2)cc1C(=O)O | 2
O=C(NCCC(O)C1CCOCC1)Nc1c(F)cccc1F (stereo unspecified) | 2
CCOc1ccc(-c2cc3c(=O)n(Cc4nc(-c5ccc6c(c5)OCO6)no4)ccn3n2)cc1 | -14
COC(=O)N1CCC(CNC(=O)Nc2ccccc2C)CC1 | -17
COc1cccc(CSc2nc(CC(=O)Nc3ccc(C)c(C)c3)cc(=O)[nH]2)c1 | -8
Cc1ccc(NN=C(C#N)C(=N)N2CCOCC2)cc1 | 12
CCCS(=O)(=O)N1CCCc2cc(NC(=O)Cc3cccs3)ccc21 | -6
NC(=O)c1ccc(NC(=O)Cn2c(-c3ccncc3)nc3ccccc32)cc1 | 11
Cc1cc(C)nc(SCc2c(C(=O)NC3CCCC3)nnn2-c2ccccc2)n1 | -5
Cc1nc(C(=O)N2CCCC(Cc3nc(C4CC4)no3)C2)cs1 (stereo unspecified) | -8
CCCN1CCCc2cc(CCNC(=O)C(=O)NC3CCCC3)ccc21 | 19
O=C(NC[C@]1(O)CCOc2ccccc21)Nc1ccccc1C(F)(F)F | -9
CCOC(=O)c1c(NC(=O)CN2CCOCC2)sc(C)c1-c1ccc(OC)cc1 | -13
COc1ccc(S(=O)(=O)N2CCC(C(=O)Nc3ccc4c5c(cccc35)CC4)CC2)cc1 | 4
NC(Cn1nnc(-c2ccccc2)n1)=NO | -1
CC(=NN1CCN(c2ccccc2)CC1)c1ccncc1 | 7
COC(CNS(=O)(=O)Cc1ccc(C(F)(F)F)cc1)c1ccccc1C (stereo unspecified) | -22
COc1cccc(CNC(=O)CSc2nc3cc(-c4ccccc4)sc3c(=O)n2C)c1OC | -16
O=C(c1nc2ccccc2s1)N1CCN(c2nc3ccc([N+](=O)[O-])cc3s2)CC1 | -3
O=C(Oc1ccc(NS(=O)(=O)c2ccc3ccccc3c2)cc1Cl)c1ccccc1 | -6
Oc1ccccc1C=Nc1cccc2ncccc12 | 40

# A second format for part of the listing above.
molecule: COc1cccc(CNC(=O)CSc2nc3cc(-c4ccccc4)sc3c(=O)n2C)c1OC
  PriA SSB inh: -16

molecule: O=C(Oc1ccc(NS(=O)(=O)c2ccc3ccccc3c2)cc1Cl)c1ccccc1
  PriA SSB inh: -6

molecule: NC(Cn1nnc(-c2ccccc2)n1)=NO
  PriA SSB inh: -1

molecule: COc1ccc(S(=O)(=O)N2CCC(C(=O)Nc3ccc4c5c(cccc35)CC4)CC2)cc1
  PriA SSB inh: 4

# Continued.
Molecule | PriA SSB inh
O=c1c(=Cc2ccc(O)c([N+](=O)[O-])c2)sc2nc3ccccc3n12 | -5
NC(=O)c1ccc(NC(=O)CN(Cc2ccc(Cl)cc2)S(=O)(=O)c2cccnc2)cc1 | -5
CC(CC(=O)NCc1ccc(F)cc1)=NNC(N)=S | -9
O=C(Nc1ccc(N2CCCS2(=O)=O)cc1)c1c(F)cccc1F | -11
COCCCn1c(N)c(S(=O)(=O)c2cccs2)c2nc3ccccc3nc21 | -18
Cc1onc(-c2ccccc2Cl)c1C(=O)NC(=S)NCc1ccco1 | -9
CC1Cc2ccc(-c3cc(CNC(=O)Cn4cnc5c4c(=O)n(C)c(=O)n5C)no3)cc2O1 (stereo unspecified) | -2
CC(=NNC(=O)C(=O)Nc1c(C)n(C)n(-c2ccccc2)c1=O)c1ccc(Cl)s1 | -3
CCOc1cc(C)c(C)cc1S(=O)(=O)NCc1ccccn1 | 5
O=C(NCc1cccnc1-c1cccs1)c1ccc2nc[nH]c2c1 | 4
CCn1nccc1C(=O)N=c1sc2ccccc2n1CCSC | -20
O=C(NCc1ccnc(-c2ccsc2)c1)c1ccccn1 | -19
CCOc1ccccc1N1CC(C(=O)Nc2ccccn2)CC1=O (stereo unspecified) | 5
CCc1nnc(NC(=O)c2cc3ccccc3c(=O)s2)s1 | -26
CN(C(=O)C(=O)Nc1nc(-c2ccccn2)cs1)C1CCSC1 (stereo unspecified) | 138*
COc1cc(NC(=O)Cc2cn(C)c3ccccc23)ncn1 | 1
Cc1ccc(C)c(S(=O)(=O)NCc2nn(CCN3CCCC3)c(=O)c3ccccc23)c1 | -6
COc1cc(NC(=O)NCC(c2ccsc2)N2CCN(C)CC2)cc(OC)c1 (stereo unspecified) | -11
COC(=O)c1ccccc1NC(=O)Cn1cnc2c(-c3ccc(Cl)cc3)csc2c1=O | -6
Cc1ccc2occ(C=NNC(N)=S)c(=O)c2c1 | -6
COc1ccc(NC(=O)Cc2nnc(-c3cccc(F)c3)o2)cc1Cl | -19
O=C(CSc1ncccc1-c1nc2ccccc2[nH]1)NC1CCCC1 | -13
Cc1cc(NC(=O)CSc2cn(CCNC(=O)c3ccc(C)c(C)c3)c3ccccc23)no1 | -20
O=C(Cn1nc(C2CC2)c2cnn(-c3ccccc3)c2c1=O)NCCc1ccccc1 | 0
Cc1ccccc1Cn1cnc2c(cnn2CCNC(=O)c2ccc([N+](=O)[O-])o2)c1=O | -2
O=C(CSc1nc(-c2ccccc2)cs1)Nc1nc(-c2ccccc2)ns1 | -2
Nc1nc(SCC(=O)Nc2ccc(F)c(Cl)c2)n[nH]1 | -10
Cc1cc(C)nc(N=C(N)Nc2ccc(SC(F)F)cc2)n1 | -3
Cc1ccc(C)c2sc(N(Cc3ccccc3)C(=O)c3ccnn3C)nc12 | -14&-10
CCCCCCCC(=O)NN=Cc1ccc([N+](=O)[O-])o1 | 14
COc1ccccc1-n1c(O)c(C=NNC(=S)Nc2ccccc2)c(=O)[nH]c1=S | 1
C=CCN1C(=O)C(C)(C)COc2ccc(NC(=O)COc3ccccc3F)cc21 | 10
O=C(Nc1cccs1)N1CCSC1c1ccc(Cl)c(Cl)c1 (stereo unspecified) | -16
O=C(NN=Cc1cccnc1)c1ccc2ccccc2c1O | -3
Cc1cc(CCNC(=O)c2ccc(=O)[nH]n2)on1 | -24
CC(=NO)C(=O)NCC1CCNCC1 | -4
CSc1ncccc1C(=O)N1C2CCC1CC(S(=O)(=O)c1ccccc1)C2 (stereo unspecified) | -7
CC(C)Oc1ccc(C(=O)Nc2nnc(SCC(=O)c3ccccc3)s2)cc1 | 0
CC(=O)Nc1ccc(C(=O)N2CCC(Oc3cccnn3)CC2)cc1 | -1
O=C(NCc1cc(-c2ccc(Cl)cc2)on1)c1ccc(S(=O)(=O)N2CCCC2)cc1 | -13
O=C1CCCC2=C1C(c1ccccc1)n1c(sc(=Cc3cccc(F)c3)c1=O)=N2 (stereo unspecified) | -11
Cc1nc2[nH]nc(C)n2c(=O)c1CC(=O)O | -6
CSCCC(C)(O)CNS(=O)(=O)CCc1ccccc1 (stereo unspecified) | -16
Cn1nc(C(=O)NCCn2nc(-n3cncn3)ccc2=O)ccc1=O | -12
CC(C)c1nnc(C2CCN(C(=O)CCSc3ccccc3)CC2)o1 | -29
COc1ccccc1OS(=O)(=O)CCSc1nc2ccccc2o1 | -5
O=C(Cn1c(-c2nnco2)cc2ccccc21)NC1CCCC1 | -8&14
Cn1c(SCc2ccccc2)nc2c(-c3ccccc3)c[nH]c2c1=O | 3
COc1ccc(S(=O)(=O)Nc2nc(C(=O)NCCC3=CCCCC3)cs2)cc1 | -10
NC(=O)c1ccc(NC(=O)C2CCN(c3ccc(-c4ccccc4)nn3)CC2)cc1 | -6
Cc1ccc(C(=O)NN=Cc2cc3c(cc2Br)OCO3)cn1 | -7
CCON=CC1=C(O)C(C(=O)OC)C(C)(C)CC1=O (stereo unspecified) | 5
